High-throughput results (PubChem)
BAP1 inh: blocks human BAP1 ubiquitin-AMC hydrolysis; activity remaining (% of control), % at 20 µM; 0.48% of 72,000 active; Q92560; AID 436; recombinant BAP1, Ub-AMC hydrolysis fluorescence kinetic; stronger effect = lower value;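 active = activity remaining at or below 50% of control, provided the compound also passes the data quality filters; inactive = the rest, including low values that fail the filters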;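 also: 100% = DMSO wells rate and 0% = substrate alone blank rate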
Target sequence (Q92560 whole entry, looked up): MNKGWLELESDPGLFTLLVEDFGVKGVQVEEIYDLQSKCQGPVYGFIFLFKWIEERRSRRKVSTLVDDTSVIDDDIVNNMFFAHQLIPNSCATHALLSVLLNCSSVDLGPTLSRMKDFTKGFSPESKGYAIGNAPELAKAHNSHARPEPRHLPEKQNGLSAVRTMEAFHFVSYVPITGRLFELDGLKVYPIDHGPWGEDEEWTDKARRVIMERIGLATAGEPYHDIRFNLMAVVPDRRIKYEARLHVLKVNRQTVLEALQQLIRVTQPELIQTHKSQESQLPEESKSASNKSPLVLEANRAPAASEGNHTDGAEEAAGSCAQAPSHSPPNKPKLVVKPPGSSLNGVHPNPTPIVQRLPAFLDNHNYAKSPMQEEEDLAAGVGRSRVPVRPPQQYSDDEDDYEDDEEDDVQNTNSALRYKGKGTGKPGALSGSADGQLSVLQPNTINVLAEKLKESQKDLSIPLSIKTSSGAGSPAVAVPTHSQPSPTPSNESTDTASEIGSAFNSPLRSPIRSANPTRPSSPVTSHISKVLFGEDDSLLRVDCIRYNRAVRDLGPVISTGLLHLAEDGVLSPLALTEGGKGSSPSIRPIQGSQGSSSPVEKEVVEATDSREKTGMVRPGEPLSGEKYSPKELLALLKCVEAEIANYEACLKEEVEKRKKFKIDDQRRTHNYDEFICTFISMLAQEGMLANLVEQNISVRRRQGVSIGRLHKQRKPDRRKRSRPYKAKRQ
HePTP inhibitor: inhibitors of human HePTP phosphatase. P35236. recombinant HePTP phosphatase activity, OD absorbance. inhibition, % at 20 µM. 0.64% of 110,000 active. AID 521; in the data active = inhibition above about 50%;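 also: plate controls were vehicle for no effect and reference inhibitor for full effect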
Starred values were filed as active, the others as inactive; nt = not tested or not shown; & = joins results of further samples.

BAP1 inh	HePTP inhibitor	SMILES
nt	-12	CC(=O)Nc1ccc(Oc2ccc(NC(C)=O)c(NC(C)=O)c2)cc1
nt	5	CCOc1ccc(NC(=O)c2ccc(Cl)cc2Cl)cc1
nt	2	COc1ccc(/C=C2\C(=O)NC(=O)N(c3ccc(Br)c(C)c3)C2=O)cc1
nt	-17	Cc1cccc(OCCN2CCCCC2)c1
91	nt	C[C@@]1(C2CCCC2)Cc2cc(OCC(=O)O)c(Cl)c(Cl)c2C1=O
105	0	COC(=O)c1cccc(C(=O)Nc2ccc(C)cc2Br)n1
nt	7	CCn1c(C(O)c2cc(OC)c(OC)c(OC)c2)nc2ccccc21 (configuration not stated)
nt	0	O=C(c1ccccc1O)N1N=C(c2cccnc2)CC1(O)C(F)(F)F (configuration not stated)

Going on with the list.
BAP1 inh	HePTP inhibitor	SMILES
112	4	CN(C)c1nc2ccc(OCCN3CCCCC3)cc2s1
nt	-5	Cc1cccc(N2C(=O)/C(=C/c3ccc(-c4cccc(Cl)c4)o3)SC2=S)c1
85	2	Cc1ccc(C)c(N2CCN(C(=O)c3cc4ccccn4n3)CC2)c1
151	nt	Clc1ccccc1N=c1oc2ccccc2cc1-c1nc2ccccc2[nH]1
nt	-1	CN1CCN(C(=O)c2ccc([N+](=O)[O-])cc2Cl)CC1
nt	6	Cc1cccc(C)c1NC(=O)COc1ccc(Br)cc1
83	13	CN(C)c1ccc(C=Nc2cnn(C)c2C(N)=O)cc1
84	-1&6	O=c1cc(C(F)F)oc2c1ccc1ccccc12

Remaining list, next part
BAP1 inh	HePTP inhibitor	SMILES
101	8	C(=N\c1nc2ccccc2n1CCN1CCCCC1)/c1cccs1
99	8	CCOC(=O)c1[nH]c(C)c(C(=O)N2CCc3ccccc32)c1C
nt	-4	Cc1cccc(Oc2cc(NC(=O)c3cccc(F)c3)cc([N+](=O)[O-])c2)c1
nt	7	O=[N+]([O-])c1cccc2c1NC(c1ccc(F)cc1)C1CC=CC21 (configuration not stated)
nt	4	Cc1cc(C=C2C(=O)N(C)C(=O)N(C)C2=O)c(C)n1C
nt	9	O=C(NCCN1CCOCC1)C(c1ccccc1)c1ccccc1
60	6	CCn1c2ccccc2c2cc(NC(=O)CSc3nnc(-c4ccccc4OC)n3N)ccc21
106	0	CCc1ccc(-c2nc(CN3CCC(C(=O)NCc4ccco4)CC3)c(C)o2)cc1

The list continues.
BAP1 inh	HePTP inhibitor	SMILES
nt	8	Cc1ccc(-c2nc3ccccc3o2)cc1NC(=O)c1ccco1
197	2	O=C(Nc1cccc(S(=O)(=O)C(F)F)c1)c1ccc(Cl)c(S(=O)(=O)N2CCOCC2)c1
nt	-7	CCCCN(Cc1cc2cc(OC)ccc2[nH]c1=O)C(=O)COc1ccccc1
61	nt	O=C(Oc1ccc(-c2cnc3ccccc3n2)cc1)c1ccc(Br)cc1
nt	6	COc1ccc(Br)cc1/C=N/NC(=O)C(C)Sc1nc(C)cc(C)n1 (configuration not stated)
142	-2	O=C(OCC(=O)N1CCN(C(=O)c2ccco2)CC1)c1cc(-c2ccccc2)nc2ccccc12
117	7	Cc1ccnc(N2CCC(C(=O)Nc3cccc(C(F)(F)F)c3)CC2)n1
82	2	c1ccc(Cc2nn3c(Cn4nnc5ccccc54)nnc3s2)cc1

Other records
BAP1 inh	HePTP inhibitor	SMILES
nt	11	COc1cccc(/C=N/NC(=O)CCc2c(C)n[nH]c2C)c1
nt	0	CCN(CC)C(=O)CSc1nc2ccccc2s1
nt	1	Cc1ccccc1OCc1nc(-c2ccc([N+](=O)[O-])cc2)no1
170	1	Cc1nc(NS(=O)(=O)c2ccccc2)sc1NC(=O)OC(C)C
nt	5	COc1ccc2c(c1)CCC1=C2NC(=S)NC1c1ccc(N(C)C)cc1 (configuration not stated)
111	1	CC1CCN(CCCNC(=O)C2CCC(=O)N2C2CCCC2)CC1 (configuration not stated)
nt	14	COc1ccc(OC)c(/C=C/C(=O)Nc2cc(OC)ccc2OC)c1
nt	-1	COc1ccc(Cl)cc1N=Cc1c(O)[nH]c(=O)[nH]c1=O

(listing goes on)
BAP1 inh	HePTP inhibitor	SMILES
nt	-7	Cc1cc(/C=C2\SC(=O)NC2=O)c(C)n1-c1ccc(-c2ccccc2)cc1
104	4	O=C(O)c1[nH]c2ccc(Cl)cc2c1CC(=O)N1CCN(C(=O)c2ccco2)CC1
102	10	O=C(CSc1nnc(-c2ccc(O)cc2)o1)N1CCOCC1
81	9	COc1ccccc1S(=O)(=O)Cc1ccc(C(=O)NCc2ccc3c(c2)OCO3)o1
96	8	COC(=O)c1nnn(CC(=O)Nc2cccc(OC)c2)c1C(=O)OC
89	18	CCOC(=O)N1CCC(c2cc(=O)n3[nH]cc(C(=O)OC)c3n2)CC1
78	1	CCOC(=O)N1CCN(C(=O)C2CCN(S(=O)(=O)N(CC)CC)CC2)CC1
82	-12	O=C(CSc1ncnc2ccccc12)N1CCN(c2ccccc2)CC1

Next section
BAP1 inh	HePTP inhibitor	SMILES
97&93	3	COc1ccc(NC(=O)c2cc3cc(OC)ccc3oc2=N)cc1
nt	8	Cc1ccc(C(=O)Nc2ccccc2-c2ccccc2)cc1
nt	11	CC1CCCN(C(=O)c2ccccc2)C1 (configuration not stated)
nt	-10	CC(C)C(=O)Nc1ccc2c3c(cccc13)CC2
780	10	Cc1ccc2nc3c(cc(C#N)c(=O)n3CC3CCCO3)c(=O)n2c1 (configuration not stated)
100	16	COc1ccccc1OCc1nnc(SCC(=O)Nc2ccc(C)cc2)n1C
94	9	CC(C)c1ccc(C2CC(=O)N3CN(C)CSC3=C2C#N)cc1 (configuration not stated)
97	0	CC(=O)NC(Cc1ccccc1C)C(=O)NC1CCN(c2c3c(nc4ncnn24)CCC3)CC1 (configuration not stated)

(next part)
BAP1 inh	HePTP inhibitor	SMILES
71	11	COc1ccc(S(=O)(=O)n2cnc3cc(C)c(C)cc32)cc1C
90	8	Cc1cc2oc(=O)cc(CN3CCCCC3C)c2c(C)c1Cl (configuration not stated)
nt	-9	O=C(/C=C/c1ccco1)c1c(-c2ccccc2)c2cc(Cl)ccc2[nH]c1=O
nt	4	Cc1nn(CC(=O)NCCN2CCOCC2)c(C)c1[N+](=O)[O-]
nt	-16	CCCCCCCCn1c(/N=C/c2cccc(OCC)c2O)nc2ccccc21
nt	-5	CC1(C)CC(=O)C2=C(C1)Nc1nc(SCCN3CCOCC3)[nH]c(=O)c1C2c1cccs1 (configuration not stated)
nt	10	COC(=O)c1c(NC(=O)c2cccc([N+](=O)[O-])c2)sc2c1CCC2
nt	-18	COc1cc(/C=N/NC(=O)C(=O)N2CCCCCC2)ccc1O

Continued:
BAP1 inh	HePTP inhibitor	SMILES
71	-5	O=C(Nc1ccc(OC(F)F)c(Cl)c1)Nc1ccc2c(c1)OCO2
nt	-1	COc1ccc(NC(=S)N/C(=N\S(=O)(=O)c2ccccc2)c2ccccc2)cc1
93	9	CCOc1ccc2nc(NC(=O)C(CC)Sc3nc(C)cc(=O)[nH]3)sc2c1 (configuration not stated)
nt	8	O=S(=O)(NC1CCCCCC1)c1ccc(F)cc1
nt	1	N#C/C(=C/c1ccc(I)o1)C(=O)Nc1ccc(Cl)c(Cl)c1
nt	-16	CCOC(=O)C1=C(C)N=c2s/c(=C\c3ccc(N4CCOCC4)o3)c(=O)n2C1c1ccc(SC)cc1 (configuration not stated)
nt	2	O=C(Nc1ccc(F)cc1F)c1cc(-c2ccccc2)nc2ccccc12
92	1	CCOC(=O)c1c(N)c(C#N)c2n1CCCCC2

Further results follow.
BAP1 inh	HePTP inhibitor	SMILES
nt	6	COc1cccc(/C=C2\SC(N3CCOCC3)=NC2=O)c1O
nt	-4	NN1C(=O)/C(=C/c2ccc(Cl)cc2)N=C1c1ccccc1
nt	5	COC(=O)C1=C(C)N=c2s/c(=C/c3ccc(OC(C)=O)cc3)c(=O)n2C1c1ccc(OC(C)=O)cc1 (configuration not stated)
106	0	CN1CC2(C)CN(C(c3ccccc3)c3ccccc3)CC(C)(C1)C2O (configuration not stated)
95	-15	OC12CCCCC1C(c1ccc3c(c1)OCO3)N(Cc1ccc(F)cc1)CC2 (configuration not stated)
106	17&5	CCOC(=O)c1c(-c2ccncc2)csc1N
nt	-4	COc1ccc(NC(=O)C(=O)NCCN2CCN(S(=O)(=O)c3ccc4ccccc4c3)CC2)cc1
nt	16	C=CCN1C(=O)/C(=C\c2cc3c(cc2[N+](=O)[O-])OCO3)SC1=S

Reprinted from the listing (three entries):
BAP1 inh	HePTP inhibitor	SMILES
nt	6	COc1cccc(/C=C2\SC(N3CCOCC3)=NC2=O)c1O
nt	-4	NN1C(=O)/C(=C/c2ccc(Cl)cc2)N=C1c1ccccc1
nt	5	COC(=O)C1=C(C)N=c2s/c(=C/c3ccc(OC(C)=O)cc3)c(=O)n2C1c1ccc(OC(C)=O)cc1 (configuration not stated)

Next part:
BAP1 inh	HePTP inhibitor	SMILES
101	-6	CCn1c(C(=O)N2CCC(C(=O)N3CCN(c4ccccn4)CC3)CC2)cc2sccc21
84	0	COc1ccccc1C(OC(=O)c1cccs1)C(=O)NCc1ccco1 (configuration not stated)
nt	7	CCOc1cc(/C=C2/C(=O)ON=C2c2ccc(Cl)cc2)ccc1OC
201	-12	Cc1oc2ccccc2c1-c1cn2c(n1)SCC2
104	1&4	CC1(C)Cc2ccccc2-c2nnnn21
123	7	CCN1CCCC1CNC(=O)c1cc2c(-c3cccc(OC)c3)nn(C)c2s1 (configuration not stated)
nt	-9	Cc1ccccc1OCC(=O)Nc1cccc(I)c1
nt	4	Cc1cc(NS(=O)(=O)c2ccc(Nc3nc(-c4ccccn4)cs3)cc2)no1

The list continues:
BAP1 inh	HePTP inhibitor	SMILES
nt	44	COc1ccc(C2/C(=C(\O)c3ccc(F)cc3)C(=O)C(=O)N2c2nncs2)cc1 (configuration not stated)
nt	104*	O=C1OC(c2ccccc2)=C/C1=C/c1ccc(-c2ccc([N+](=O)[O-])cc2Br)o1
108	6	O=C(CCC1CCCCC1)Nc1ncn[nH]1
103	8	CCCCC(=O)OCCNC(=O)c1cc2ccccc2oc1=O
nt	2	COc1ccc(Cl)cc1C(=O)Nc1nc2ccc(S(C)(=O)=O)cc2s1
68	5	COC(=O)c1cc2ccsc2n1CC(=O)N(C)c1ccccc1
89	4	CC(C)Cn1c(SCC(=O)N2CCN(S(=O)(=O)c3ccccc3)CC2)nc2ccccc21
99	10	CCOC(=O)CN1CC23C=CC(O2)C(C(=O)NC2CCCCC2)C3C1=O (configuration not stated)

(continued)
BAP1 inh	HePTP inhibitor	SMILES
71	7	CCN(CC)CCN1C(=O)C(O)=C(C(=O)c2sc(C)nc2C)C1c1cccnc1 (configuration not stated)
104	4	CC(C)NC(=O)c1cccc(Cn2cc(Cl)cn2)c1
99	nt	CCCc1ccc(-c2ccc(C(=O)Nc3ccc(C)cc3C)cc2)nc1
78	0	CC(=O)Oc1cc2c(C(C)=O)coc2c2ccccc12
nt	-4	Cc1ccccc1NC(=O)c1cc(-c2ccccc2)nc2c(Cl)cccc12
nt	-1	CCc1ccccc1N1C(=O)CC(Sc2nc(C)cc(C)n2)C1=O (configuration not stated)

Whole records, quoted from the list. Screens in order: BAP1 inh | HePTP inhibitor
Shown for CCc1ccccc1N1C(=O)CC(Sc2nc(C)cc(C)n2)C1=O (configuration not stated) = nt | -1
Shown for CC(=O)Oc1cc2c(C(C)=O)coc2c2ccccc12 = 78 | 0
Shown for Cc1ccccc1NC(=O)c1cc(-c2ccccc2)nc2c(Cl)cccc12 = nt | -4
Shown for CC(C)NC(=O)c1cccc(Cn2cc(Cl)cn2)c1 = 104 | 4

Taken from above:
HePTP inhibitor with CCc1ccccc1N1C(=O)CC(Sc2nc(C)cc(C)n2)C1=O (configuration not stated) → -1
HePTP inhibitor with CCN(CC)CCN1C(=O)C(O)=C(C(=O)c2sc(C)nc2C)C1c1cccnc1 (configuration not stated) → 7
BAP1 inh with CCCc1ccc(-c2ccc(C(=O)Nc3ccc(C)cc3C)cc2)nc1 → 99
HePTP inhibitor with Cc1ccccc1NC(=O)c1cc(-c2ccccc2)nc2c(Cl)cccc12 → -4
HePTP inhibitor with CC(=O)Oc1cc2c(C(C)=O)coc2c2ccccc12 → 0
